Anesthetic bind – binds horse apoferritin like a general anesthetic; P02791; apoferritin/1-aminoanthracene competitive binding, fluorescence; Potency, µM (series often up to 77.5 µM), for the others: at the top dose activity change, negative = displacement, usual class: inhibitors; hit rate 0.074% among 350,000; AID 485281; note: potency is the fitted concentration of half-maximal effect; % is set by controls: 0 for no effect and ±100 for the full control effect; nearly all actives have a fitted effect of over 20% in size
Target sequence (P02791 2-175 limits assumed): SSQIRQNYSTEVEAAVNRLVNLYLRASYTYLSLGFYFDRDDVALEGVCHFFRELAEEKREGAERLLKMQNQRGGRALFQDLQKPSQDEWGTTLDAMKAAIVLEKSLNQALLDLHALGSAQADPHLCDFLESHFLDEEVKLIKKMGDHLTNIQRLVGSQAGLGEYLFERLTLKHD
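Horse-spleen apoferritin (10 uM) in 50% saturated 1-aminoanthracene in PBS was incubated 10 min at room temperature with compound. Fluorescence (ex 380, em 535 nm) was normalized to free and bound 1-AMA, with concentration-response fitted by a four-parameter Hill equation.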
TRHR enhancer – TRH receptor (human) allosteric enhancement | P34981 | TRHR cells, fluo-8 calcium fluorescence, EC20 TRH enhancement | hit rate 0.66% among 360,000 | enhancement, % at 2 µM; in the data active = enhancement above about 30%; note: 0% is about no effect
Target sequence (P34981 whole entry, looked up): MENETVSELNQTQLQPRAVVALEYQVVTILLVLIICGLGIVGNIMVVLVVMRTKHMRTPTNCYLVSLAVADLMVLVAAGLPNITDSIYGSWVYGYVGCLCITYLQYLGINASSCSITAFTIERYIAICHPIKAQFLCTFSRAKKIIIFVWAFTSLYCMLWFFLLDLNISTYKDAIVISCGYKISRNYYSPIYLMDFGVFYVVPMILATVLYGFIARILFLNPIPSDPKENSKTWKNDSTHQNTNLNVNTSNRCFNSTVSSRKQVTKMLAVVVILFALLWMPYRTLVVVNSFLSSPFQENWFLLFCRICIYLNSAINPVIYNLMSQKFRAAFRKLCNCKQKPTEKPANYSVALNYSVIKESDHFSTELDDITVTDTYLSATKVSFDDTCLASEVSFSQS
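Enhancer read-out: after compound pinning and an initial kinetic agonist-mode read, an EC20 of TRH (10 nM final) was injected and fluo-8 calcium signal (Ex 480/Em 530) followed at 1 s/cycle for 100 cycles in TRHR-expressing cells.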
RXFP1 antagonist – RXFP1 (human) relaxin receptor antagonism | Q9HBX9 | HEK293-RXFP1, relaxin-stimulated cAMP HTRF, 30 min; hits give low values | activity change, negative = inhibition, % at 57.5 µM | hit rate 0.59% among 350,000;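 active = activity change of -60% or lower, but not beyond a set lower limit; inconclusive = change between -60% and -40%, or beyond the set limit; inactive = change above -40%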; note: % is set by controls: 0 for no effect and ±100 for the full control effect
TRHR ag – activates the human TRH receptor; P34981; TRHR cells, calcium flux fluo-8, FDSS agonist mode; activation, % at 2 µM; hit rate 0.18% among 360,000; AID 493084; in the data active = activation above about 30%; note: 0% is about no effect
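In this calcium-flux screen, cells bearing human TRHR are dye-loaded with fluo-8, baselined for 10 cycles, then exposed to library compounds; positive kinetic calcium responses during the agonist phase mark hits, with TRH as control.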
RXFP1 ag – agonists of human relaxin receptor RXFP1 | Q9HBX9 | HEK293T-RXFP1 cAMP TR-FRET, 30 min; response scale: percent of porcine relaxin response, buffer zero | Potency, µM (titrated, usually from 57.5 µM), for the others: at the highest dose activation, actives largely listed as activators | hit rate 0.3% among 370,000 | AID 2676; note: potency is the fitted concentration of half-maximal effect; % is set by controls: 0 for no effect and ±100 for the full control effect; nearly all actives have a fitted effect of over 60% in size; many of its hits are not listed in these tables
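HEK293 cells stably expressing RXFP1, treated 30 min at 37C with compounds plus PDE4 inhibitor Ro 20174; cAMP measured by HTRF TR-FRET. Normalized to buffer and 29 nM porcine relaxin; EC50 by Hill fit.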
D1 ag – agonists of human D1 dopamine receptor | P21728 | HEK293 T-REx D1 cells, calcium flux, agonist mode | activation, % at 2 µM | hit rate 1% among 360,000 | AID 504660; in the data active = activation above about 30%; note: 0% is about no effect
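Inducible HEK293 T-REx D1 cells, force-coupled to calcium signalling, were plated at 4000 cells/well with tetracycline and held overnight at 30 C. After no-wash calcium dye loading, compound-evoked calcium rise over 180 s flagged agonists.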
D1 antagonist – human D1 dopamine receptor antagonism. P21728. HEK293 TREx D1 cells, calcium flux, dopamine EC80; hits give low values. activity change, negative = inhibition, % at 10 µM. hit rate 3.2% among 360,000. AID 504652; in the data active = activity change below about -30%; note: % is set by controls: 0 for no effect and ±100 for the full control effect
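Inducible Hek293 Trex D1 cells (tetracycline, overnight, 30 C). Calcium dye 30–90 min RT. Antagonist mode: EC80 dopamine added after 180 s compound read.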
D1 potentiator – potentiators of human D1 dopamine receptor. HEK293 TREx D1 cells, calcium flux, dopamine EC20 potentiation. potentiation, % at 10 µM. hit rate 0.036% among 360,000; in the data active = potentiation above about 30%; note: 0% is about no effect
D2 potentiator – D2 dopamine receptor (human) potentiation; potentiation, % at 10 µM; P14416; hit rate 0.34% among 340,000; HEK293 T-REx D2, calcium flux, EC20 dopamine potentiation;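 active = potentiation over 3 SD above the plate norm, cut at about 30% in these data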; note: 0% is about no effect
Target sequence (P14416 whole entry, looked up): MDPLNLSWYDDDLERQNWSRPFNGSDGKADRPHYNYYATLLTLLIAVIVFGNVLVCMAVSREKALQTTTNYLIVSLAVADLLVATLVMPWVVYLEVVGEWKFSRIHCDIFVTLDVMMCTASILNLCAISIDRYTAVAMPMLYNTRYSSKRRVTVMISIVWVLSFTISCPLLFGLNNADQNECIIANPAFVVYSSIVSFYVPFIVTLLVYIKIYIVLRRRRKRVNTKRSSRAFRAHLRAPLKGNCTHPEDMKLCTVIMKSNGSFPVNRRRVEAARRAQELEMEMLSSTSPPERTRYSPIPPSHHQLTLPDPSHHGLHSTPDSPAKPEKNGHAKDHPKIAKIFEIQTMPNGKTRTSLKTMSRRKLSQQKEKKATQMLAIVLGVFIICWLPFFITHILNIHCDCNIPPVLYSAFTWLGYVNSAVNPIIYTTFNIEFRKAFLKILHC
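Potentiation of an EC20 dopamine calcium response is measured in a force-coupled, tetracycline-inducible Hek293 Trex D2 line. Compound-only kinetic reads over 180 s flag agonists before dopamine addition.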
* marks the source's active call; other numbers are inactive results; ? = inconclusive; · = no result given; [ ] = dose if it differs, or a comment. Unless noted, calls come from the whole dose curve; as a rule, active = well fitted curve in the direction sought with a large enough effect; inconclusive = small, poorly fitted or top-dose-only effect, or another doubt; inactive = no such curve, though single readings can be large; an effect the other way counts as inactive or inconclusive. Some of the compounds tested; the hit share may differ from the screen's.

1) O=C(Nc1cccc(C(=O)NC2CC2)c1)c1ccc(Cl)c(S(=O)(=O)N2CCOCC2)c1
2) CCCCCOC(=O)CSc1nc2sc3c(c2c(=O)n1Cc1ccccc1)CC(C)(C)OC3
3) COC(=O)c1ccsc1NC(=O)CN1CCN(c2ccc(F)cc2)CC1
4) O=C(CN1C(=O)CCC1=O)Nc1nc(-c2cccs2)cs1
5) O=C(CCC(=O)N1CCN(c2ccccc2F)CC1)N1CCN(c2ccccc2)CC1
6) COC(=O)CSC1=C(C#N)C(c2ccccc2F)CC(=O)N1 (stereo not drawn)
entry no.,1,2,3,4,5,6
Anesthetic bind,·,6%,-6%,-16%,-5%,-4%
TRHR enhancer,0,2,4,19,11,-5
RXFP1 antagonist,4,·,-18,-14,-1,·
TRHR ag,0.7,0.4,-0.4,-0.1,0.4,-0.4
RXFP1 ag,1.0%,-2.0%,1.7%,0.1%,-0.1%,1.0%
D1 ag,1,-1,4,0,9,3
D1 antagonist,2,-22,-6,6,-61*,9
D1 potentiator,-3,-3,3,0,-3,-10
D2 potentiator,·,-5,3,9,9,9

7) O=C(CCc1nnc(CCCc2ccccc2)o1)N1CCCCCC1
8) CC(=O)c1cccc(NC(=O)C2C3C=CC(C3=C(c3ccccc3)c3ccccc3)C2C(=O)O)c1 (stereo not drawn)
9) O=C(CCl)Nc1ccccc1C(=O)NCc1ccccc1
10) COc1ccc2cc(CCN3C(=O)c4ccccc4C3=O)c(=O)[nH]c2c1
11) CCOC(=O)N1CCC(N2C(=O)c3ccc(C(=O)Nc4ccc(F)cc4F)cc3C2=O)CC1
12) N#CC1(NC(=O)COC(=O)c2ccccc2[N+](=O)[O-])CCCCC1
entry no.,7,8,9,10,11,12
Anesthetic bind,-14%,-8%,-8%,-7%,-12%,·
TRHR enhancer,0,2,34*,-4,-1,1
RXFP1 antagonist,-1,3,-4,·,-1,4
TRHR ag,0.0,-0.6,-0.3,-0.2,0.1,0.6
RXFP1 ag,-0.3%,-0.1%,2.1%,?,0.0%,-0.4%
D1 ag,4,1,3,-2,2,1
D1 antagonist,1,5,-18,0,12,5
D1 potentiator,-5,2,-7,-1,1,-8
D2 potentiator,-3,9,3,1,3,13

13) Cc1ccc(NC(=O)c2sc(N)nc2C)cc1
14) OCCN1CCN(c2cc(C(F)(F)F)nc3ccccc23)CC1
15) O=C(NCCN=C1NS(=O)(=O)c2ccccc21)c1ccco1
16) CCN(CCCNC(=O)CSc1cc(=O)n(CC)c2ccccc12)c1cccc(C)c1
17) Nc1nnc(SCc2ccc3c(c2)OCO3)s1
18) Cc1nn(Cc2c(Cl)cccc2Cl)c(C)c1NC(=O)CCCn1nc([N+](=O)[O-])c(Cl)c1C
entry no.,13,14,15,16,17,18
Anesthetic bind,15%,-2%,-2%,-12%,?,1%
TRHR enhancer,6,1,1,-5,-1,1
RXFP1 antagonist,7,10,11,·,1,5
TRHR ag,-0.1,2.4,0.8,0.2,-0.5,-0.1
RXFP1 ag,1.7%,0.4%,3.3%,9.9%,2.6%,2.2%
D1 ag,0,1,2,4,0,0
D1 antagonist,-16,9,-2,-25,6,-15
D1 potentiator,-2,1,-2,2,1,1
D2 potentiator,-4,-4,3,8,·,3

Sorted by formula weight (lowest first): 4 of the compounds above
13) Cc1ccc(NC(=O)c2sc(N)nc2C)cc1
15) O=C(NCCN=C1NS(=O)(=O)c2ccccc21)c1ccco1
12) N#CC1(NC(=O)COC(=O)c2ccccc2[N+](=O)[O-])CCCCC1
16) CCN(CCCNC(=O)CSc1cc(=O)n(CC)c2ccccc12)c1cccc(C)c1
entry no.,13,15,12,16
Anesthetic bind,15%,-2%,·,-12%
TRHR enhancer,6,1,1,-5
RXFP1 antagonist,7,11,4,·
TRHR ag,-0.1,0.8,0.6,0.2
RXFP1 ag,1.7%,3.3%,-0.4%,9.9%
D1 ag,0,2,1,4
D1 antagonist,-16,-2,5,-25
D1 potentiator,-2,-2,-8,2
D2 potentiator,-4,3,13,8

Next section
19) COC(=O)c1sc(N)c(C(=O)OC)c1COC(=O)c1c(C)noc1C
20) CC(C)(C)OC(=O)N1CCC(C(=O)O)CC1
21) CC(=O)Nc1cccc(OCc2ccc(S(=O)(=O)Cc3ccccc3)cc2)c1
22) O=[N+]([O-])c1cccc(C2NCC(c3ccccc3Cl)c3c2[nH]c2ccccc32)c1 (stereo not drawn)
23) O=C(NC1CCCCC1)N1CCc2ccccc2C1
24) Cc1ccc(NC(=S)NN(C)c2nc(C)cnc2C)cc1
entry no.,19,20,21,22,23,24
Anesthetic bind,-12%,-4%,-10%,-9%,-7%,8%
TRHR enhancer,0,-2,13,-3,2,26
RXFP1 antagonist,-3,0,·,-23,-7,4
TRHR ag,-1.3,0.5,-0.5,1.0,0.4,0.6
RXFP1 ag,2.2%,0.0%,-0.5%,-0.6%,1.4%,0.3%
D1 ag,1,3,27,0,4,4
D1 antagonist,0,4,-22,-9,-5,-6
D1 potentiator,4,7,-6,-5,-2,-7
D2 potentiator,5,11,-3,-2,2,·

25) CCOC(=O)CN1CC23C=CC(O2)C(C(=O)NCCc2ccccc2)C3C1=O (stereo not drawn)
26) C=CC[n+]1cccc(-c2cc3ccc(C)cc3[nH]2)c1
27) c1ccc(-c2nc(NCC3CCCO3)c3oc4ccccc4c3n2)cc1 (stereo not drawn)
28) CCOC(=O)c1c(NC(=O)c2ccc(C)cc2)sc2c1CCCCC2
29) N#C/C(=C\c1ccc(OCc2ccc(Cl)cc2Cl)cc1)c1nc2ccccc2[nH]1
30) CC(C)N1CCN(Cc2cn[nH]c2C2CCCCC2)CC1CCO (stereo not drawn)
entry no.,25,26,27,28,29,30
Anesthetic bind,-2%,-3%,2%,-2%,47%[activator],-4%
TRHR enhancer,-12,3,-14,0,3,2
RXFP1 antagonist,-2,-8,12,-9,2,-16
TRHR ag,0.0,1.1,0.0,0.0,-0.9,0.8
RXFP1 ag,1.2%,-2.8%,-0.5%,-0.9%,-2.7%,-2.3%
D1 ag,3,1,3,3,20,2
D1 antagonist,-6,-14,5,-6,16,9
D1 potentiator,·,-3,-7,-1,1,-3
D2 potentiator,-1,-7,2,-15,·,-3

31) Cc1ccc(S(=O)(=O)NCC2(c3ccccc3)CCN(C)CC2)cc1
32) O=C(O)c1cnn2c(C(F)F)cc(C(F)F)nc12
33) CC(C)CCc1c(O)nc(SCC(=O)N2CCCCCC2)[nH]c1=O
34) O=C(CN1CCN(c2ccc(O)cc2)CC1)Nc1cc(S(=O)(=O)N2CCCCC2)ccc1Cl
35) CCOC(=O)CCc1c(C)nc2cc(-c3ccccc3OC)[nH]n2c1=O
36) O=C1OC2(c3ccccc3)C3CCCC2C13
entry no.,31,32,33,34,35,36
Anesthetic bind,-3%,-5%,-6%,-11%,-4%,?
TRHR enhancer,7,4,-9,-6,-5,5
RXFP1 antagonist,1,0,·,-20,·,-7
TRHR ag,0.2,-0.2,0.3,0.9,0.1,-0.1
RXFP1 ag,0.7%,0.5%,-0.4%,0.8%,0.2%,-0.4%
D1 ag,4,-1,2,4,-1,2
D1 antagonist,1,-4,0,-21,3,12
D1 potentiator,-2,3,-7,-7,-3,1
D2 potentiator,-4,-5,9,3,-20,0

37) Cc1cccc(OCC(=O)Nc2ccc3oc(=O)ccc3c2)c1C
38) CCOC(=O)CSc1nc2c(sc(=S)n2-c2ccccc2OC)c(=O)n1-c1ccccc1OC
39) Cc1ccc(NC(=O)CCN2C(=O)c3ccccc3C2=O)c(C)c1
40) Cc1cccc(NC(=S)NCC(c2cccnc2)N(C)C)c1C (stereo not drawn)
41) Cc1ccc(S(=O)(=O)c2cn(C)c3cc(N4CCCCC4)c(F)cc3c2=O)cc1
42) CNC(=S)N/N=C(\C)c1cccc(C(F)(F)F)c1
entry no.,37,38,39,40,41,42
Anesthetic bind,1%,-4%,-5%,5%,-12%,-20%
TRHR enhancer,-3,-10,8,10,4,0
RXFP1 antagonist,-8,-4,0,8,-7,10
TRHR ag,2.0,0.1,-0.3,-0.5,-0.4,0.2
RXFP1 ag,25%,-0.6%,2.6%,-1.1%,9.7%,-1.1%
D1 ag,3,3,2,1,-1,1
D1 antagonist,-6,14,-10,-6,-3,-4
D1 potentiator,6,-7,1,1,-1,-1
D2 potentiator,-3,-11,·,2,3,18

43) COc1ccc(-c2nnc(SCC(=O)c3ccc[nH]3)n2-c2ccccc2)cc1
44) Cc1ccc(C2=NN(CC(=O)NCc3ccccn3)C(=O)CC2)cc1
45) CCOc1ccc(/C=C/C2=CC(C)(C)NC(=S)N2)cc1
46) Cc1ccc(-c2c(C)n([O-])c3c([n+]2=O)CCCC3)o1
47) O=S(=O)(c1cccc(-c2nc3ccccc3s2)c1)N1CCOCC1
48) C/C(=N/NS(=O)(=O)c1ccc(C)cc1C)c1ccc2c(c1)OCO2
49) CCOC(=O)C1=C(C)NC2=C(C(=O)CC(C)(C)C2)C1c1ccc(N(C)C)cc1 (stereo not drawn)
entry no.,43,44,45,46,47,48,49
Anesthetic bind,-2%,?,-20%,-6%,-18%,-15%,-14%
TRHR enhancer,2,-1,-9,-1,3,-2,-2
RXFP1 antagonist,-7,23,-23,-5,20,-6,6
TRHR ag,-0.1,-0.2,0.0,-0.1,-0.2,-1.2,0.4
RXFP1 ag,2.2%,3.4%,0.0%,-0.9%,2.4%,-0.3%,3.2%
D1 ag,3,2,1,0,0,4,1
D1 antagonist,-8,-8,-9,35,-12,-1,-4
D1 potentiator,-2,-3,-3,-3,-4,-4,-4
D2 potentiator,12,16,-3,·,-1,15,·

Source: PubChem BioAssay
